# Screening results: PubChem, Broad Institute
# LGR2 inh: inhibitors of bursicon-induced LGR2 CRE-luciferase signal, primary screen, cell-based, HEK293, CRE-luciferase reporter, bursicon stimulation; Drosophila bursicon receptor LGR2 (rickets); bursicon-stimulated, 4 h; inhibition, % at 9.99 µM; actives 0.35% (n = 380,000);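 active = drop in luminescence signal, shown as inhibition above about 50% in the replicate tests, limit read from the data, passing the limit was not always enough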;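 also: agonist challenge used bursicon conditioned medium at about half maximal strength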
# FN deposit inh: inhibitors of fibronectin matrix deposition, primary screen, AH1F cells, Alexa488-fibronectin fluorescence, plate reader. AH1F fibroblasts, overnight. inhibition, % at 12.6 µM. actives 0.086% (n = 350,000);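 active = mean inhibition across replicates of 30% or more, regardless of how many single replicates reach that level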;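 also: positive control wells lacked labelled fibronectin entirely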
#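 Measured by – fluorescence 485/525 nm · System – AH1F fibroblast monolayer, labelled fibronectin deposition · Amount – 10000 cells per well · Buffer or medium – serum-reduced DMEM (2% serum) · Doses – single dose, pinned · Also added – fluorescent fibronectin at 24 nM final · Schedule – 1 h cell attachment, overnight exposure to compound and label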
# Numbers without * were called inactive; / = no result given. This is a subset (hit frequency here may not be typical).
no.	molecule	LGR2 inh	FN deposit inh
1	COCC(=O)N1CC2(CCN(C(=O)CN3CCOCC3)CC2)c2c([nH]c3cc(OC)ccc23)[C@H]1CO	-12	/
2	Cc1ccc(S(=O)(=O)NCC(=O)N(CC(=O)NC2CCCC2)c2ccc3c(c2)OCCO3)cc1	-1	/
3	CCOC(=O)C(=O)/C(=C\N(C)C)c1onc(-c2ccccc2)c1C(=O)OC	-4	/
4	NNC(=O)CNC(c1ccccc1)c1cc(Br)ccc1NC(=O)c1ccc(Br)cc1 (centres undefined)	10	/
5	O=C(COc1cc(Cl)c(Cl)cc1Cl)NC(=O)Nc1ccc2c(c1)OCCO2	-47	/
6	CCN1C(=O)c2cccc3c(NC(=O)c4cccc(N5C(=O)CCC5=O)c4)ccc1c23	3	/
7	Cc1cc(NC(=O)c2cc(-c3ccc(C)c(C)c3)nc3ccccc23)no1	-35	/
8	CN(c1ccccc1C(=O)Nc1ccc(S(=O)(=O)N2CCOCC2)cc1)S(=O)(=O)c1ccccc1	8	/
9	COc1cccc(N=Nc2c(=O)[nH]n3c(=O)c4c([nH]c23)CCC4)c1	-1	/
10	O=C(NCc1cccnc1)/C(=C/c1ccc(-c2cccc(Cl)c2)o1)S(=O)(=O)c1ccccc1	28	/
11	Oc1ccc(-c2nc3ncccn3c2Nc2ccc3c(c2)OCO3)cc1	8	/
12	Cc1ccsc1/C=N/NC(=O)c1cccs1	-31	/
13	CC1CCN(C(=O)c2ccc(S(=O)(=O)Cc3cccc(F)c3)c([N+](=O)[O-])c2)CC1	40	/
14	CCOC(=O)c1ccc(-c2cc(C)no2)[nH]1	7	/
15	Cc1c(/C=N/NC(=O)CNc2ccccc2)c2ccccn2c1C(=O)c1ccccc1	9	/
16	CCC1=NN(C(=O)Cc2ccc(OC)c(OC)c2)C(O)(C(F)(F)F)C1 (centres undefined)	-5	/
17	Cc1cccc(NC(=S)NC(=O)c2cccs2)n1	-20	/
18	COc1cccc(NC(=O)CSc2nc3ccccc3c(=O)n2Cc2cccs2)c1	-30	/
19	COc1ccc(-n2c(C)cc(/C=N/Nc3nnc(C)n3N)c2C)cc1	3	/
20	CC(C)Cn1c2c(c(=O)[nH]c1=O)C(C(F)(F)F)(C(F)(F)F)N=C(CCC1CCCCC1)N2	12	/

# Among those listed so far, 4 have two or more sulfur atoms.
no.	molecule	LGR2 inh	FN deposit inh
8	CN(c1ccccc1C(=O)Nc1ccc(S(=O)(=O)N2CCOCC2)cc1)S(=O)(=O)c1ccccc1	8	/
12	Cc1ccsc1/C=N/NC(=O)c1cccs1	-31	/
17	Cc1cccc(NC(=S)NC(=O)c2cccs2)n1	-20	/
18	COc1cccc(NC(=O)CSc2nc3ccccc3c(=O)n2Cc2cccs2)c1	-30	/

# Additional records.
no.	molecule	LGR2 inh	FN deposit inh
21	CC(C)OC(=O)c1ccc(NC(=O)c2ccccc2)cc1	-52	/
22	OC[C@H]1[C@@H](c2ccc(-c3ccncc3)cc2)[C@@H]2CN(Cc3ccccn3)CCCCN12	6	/
23	Cn1c(=O)n(C)c2cc(/C=C3/SC(=O)N(CC(=O)N4CCOCC4)C3=O)ccc21	-2	/
24	Cc1cccc(NC(=S)NNC(=O)c2ccccc2Br)c1	-62	/
25	Nc1nc(Nc2ccccc2)nc(N2CCOCC2)c1[N+](=O)[O-]	-35	/
26	CCOC(=O)c1c(C)[nH]c(C=C2C(=O)CCCC2=O)c1O	12	/
27	O=C(CSc1nc(-c2ccccc2)cc(=O)[nH]1)NCc1ccc2c(c1)OCO2	24	/
28	COc1ccc2c3c([nH]c2c1)[C@H](CO)N(C(C)=O)CC31CN(C(=O)c2cccc(F)c2)C1	11	/
29	COc1ccc(OC)c(C2CC(=O)C3=C(C2)NC(=O)CC3c2ccc(O)c(OC)c2)c1 (centres undefined)	-2	/
30	Cc1cc(C)n2cc(CSc3nc4ccccc4s3)nc2n1	-48	/
31	COc1ccc(CN(CC(=O)NCC2CCCO2)C(=O)CCC(=O)Nc2cc(C)ccn2)cc1 (centres undefined)	0	/
32	CCN1CCCC1CN(Cc1cc2cc(C)cc(C)c2[nH]c1=O)C(=O)Nc1ccccc1OC (centres undefined)	13	/
33	CCC(=O)N1N=C(c2c(-c3ccccc3)c3cc(Cl)ccc3[nH]c2=O)CC1c1ccco1 (centres undefined)	9	/
34	COCC(=O)N1CC2(CCN(Cc3cncnc3)CC2)c2c(n(C)c3cc(OC)ccc23)[C@H]1CO	10	/
35	CCCCNC(=O)c1ccc(NS(=O)(=O)c2ccccc2)cc1	8	/
36	COc1ccc2c3c([nH]c2c1)[C@H](CO)N(C(=O)c1ccc(F)cc1)CC31CN(C)C1	-16	/
37	CCC(=O)N1CC2(C1)CN(Cc1ccccn1)[C@H](CO)c1[nH]c3cc(OC)ccc3c12	-13	/
38	Cc1ccc(NC(=O)Cn2cccc2C2=NC(c3ccccc3)CO2)c(C)c1 (centres undefined)	-5	/
39	CCSc1c(C(=O)NC)ccc2c1C(=O)c1ccccc1C2=O	4	/
40	CCCC(=O)N1CCC2(CC1)CN(C(=O)Nc1ccc(F)cc1)[C@H](CO)c1c2c2ccc(OC)cc2n1C	-9	/
41	C(=N\NC1=Nc2cccc3cccc1c23)/c1ccccc1	-31	/
42	Cc1cc(C)n(Cc2ccc(C(=O)NCCC3=CCCCC3)o2)n1	-11	/
43	CCCCOC(=O)Nc1ccccc1C(=O)N1CCCC1	-20	/
44	CCOC(=O)c1c(-c2ccc(F)cc2)csc1NC(=O)c1c(-c2ccccc2)noc1C	9	/
45	Cc1ccc(N2CCN(/N=C/C=C/c3ccccc3)CC2)cc1	-33	/
46	Cc1ccccc1N1CC(C(=O)Nc2nnc(SCC(=O)Nc3nccs3)s2)CC1=O (centres undefined)	-2	/
47	COCC#Cc1ccc([C@@H]2[C@H](CO)N3CCCCN(S(=O)(=O)c4cccc(OC)c4)C[C@@H]23)cc1	-4	/
48	CC(C)Cn1c(O)c2ccc(C(=O)N=NC(=O)c3cccnc3)cc2c1O	-34	/
49	O=C(CN1C(=O)C2C3C=CC(C3)C2C1=O)NCCC1=CCCCC1 (centres undefined)	-24	/
50	Cc1cc(C)nc(SCC(=O)N/N=C/c2cc(C)n(-c3ccccc3C)c2C)n1	3	/
51	Cc1[nH]nc(SCC(=O)NC(C)c2ccccc2)c1[N+](=O)[O-] (centres undefined)	-3	/
52	CCC1(c2ccc(Cl)cc2)NC(=S)N(c2ccc(C)cc2)N1 (centres undefined)	-72	/
53	O=[N+]([O-])c1ccc(O)c(/C=N\N=C2c3ccccc3-c3ccccc32)c1	47	/
54	Cc1nnsc1SCCNC(=O)c1ccc(F)cc1	2	/
55	O=C(CSC1CC(=O)N(CCc2ccccc2)C1=O)Nc1cccc(Cl)c1 (centres undefined)	-23	/
56	CCCCN(CCCC)C1=Nc2ccccc2N/C1=C(/C#N)C(=O)OCC	19	/
57	CCN(CC(=O)NCc1ccc(F)cc1)C(=O)COc1ccc2ccccc2c1	-8	/
58	CN(Cc1ccccc1)c1nc(N)c([N+](=O)[O-])c(NCc2ccccc2)n1	10	/
59	COc1ccc(C2=NN(CC(=O)NCc3ccco3)C(=O)CC2)cc1	-4	/
60	CCOc1cc(CNc2ccc(N3CCOCC3)cc2)cc(Br)c1OCC	18	/

# Retrieved by structure from the list above (3):
no.	molecule	LGR2 inh	FN deposit inh
56	CCCCN(CCCC)C1=Nc2ccccc2N/C1=C(/C#N)C(=O)OCC	19	/
52	CCC1(c2ccc(Cl)cc2)NC(=S)N(c2ccc(C)cc2)N1 (centres undefined)	-72	/
59	COc1ccc(C2=NN(CC(=O)NCc3ccco3)C(=O)CC2)cc1	-4	/

# Next part
no.	molecule	LGR2 inh	FN deposit inh
61	COc1ccc2c3c([nH]c2c1)[C@@H](CO)N(Cc1ccccc1F)CC31CN(C)C1	1	/
62	CCCNC(=O)N1CC2(CCN(C(=O)COC)CC2)c2c(n(C)c3cc(OC)ccc23)[C@@H]1CO	0	/
63	C(=N\Nc1nc2ccccc2[nH]1)/c1c[nH]c2ccccc12	-58	/
64	CN(C(=O)Cc1noc2ccccc12)c1ccccc1	3	/
65	COc1cc(CN2CC3(CN(C(C)=O)C3)c3c([nH]c4cc(OC)ccc34)[C@H]2CO)cc(OC)c1	0	/
66	CCCCCCCCn1c(=O)c(C(=O)OCC)c(O)c2ccccc21	4	/
67	C[C@H]1CN([C@@H](C)CO)C(=O)c2cccc(NC(=O)CCCCCC(=O)Nc3ccccc3N)c2O[C@@H]1CN(C)Cc1ccccc1	1	/
68	O=C(O)CN1C(=O)SC(Nc2ccc(Cl)cc2)C1=O (centres undefined)	-1	/
69	CCCC(=O)NC(NC(=S)Nc1ccc(S(N)(=O)=O)cc1)C(Cl)(Cl)Cl (centres undefined)	5	/
70	CSc1ccccc1C(=O)Nc1ccc(C)c(C)c1	-45	/
71	O=C(c1cccc(S(=O)(=O)N2CCCCC2)c1)N1CCN(S(=O)(=O)c2ccc(F)cc2)CC1	-10	/
72	CCCN1CN(Cc2ccccc2)CNC1=S	-1	/
73	CC(C)NC(=S)N/N=C/c1c[nH]c2ccccc12	-47	/
74	Cc1cccc(Nc2n[nH]c(C)c2[N+](=O)[O-])c1	-61	/
75	CCCn1c(C)cc(C)c(C#N)c1=O	4	/
76	Cc1ccc(S(=O)(=O)/N=C/N(C)C)cc1	-6	/
77	CC1CCN(CCCCOc2cccc(Br)c2)CC1	4	/
78	Cc1ccccc1Nc1nnc(SCC(=O)NC2CCCc3ccccc32)s1 (centres undefined)	0	/
79	COc1ccc2c3c([nH]c2c1)[C@H](CO)N(Cc1ccccc1F)CC31CN(C)C1	-27	/
80	COCC(=O)N1CCC2(CC1)CN(Cc1ccccn1)[C@H](CO)c1[nH]c3cc(OC)ccc3c12	-10	/

# Some values from the entries so far:
# Under LGR2 inh, compound 77 has 4
# Under LGR2 inh, compound 72 has -1
# Under LGR2 inh, compound 78 has 0
# Under LGR2 inh, compound 73 has -47
# Under LGR2 inh, compound 80 has -10

# Further entries follow:
no.	molecule	LGR2 inh	FN deposit inh
81	COc1ccc(/C=C/C(=O)NCC(=O)N/N=C/c2cc(Br)ccc2OCc2ccccc2)cc1	-17	/
82	CCCNC(=O)N1CC2(C1)CN(C(C)=O)[C@@H](CO)c1[nH]c3cc(OC)ccc3c12	-17	/
83	CC1CN(C2CCN(C(=O)COc3ccc(Cl)cc3)CC2)CC(C)O1 (centres undefined)	6	/
84	CCOC(=O)N/N=C/c1cn(Cc2ccccc2Cl)c2ccccc12	47	/
85	CCn1c(SCC(=O)NC(C)(C)C)nnc1-c1ccccn1	10	/
86	C[C@@H]1CN([C@@H](C)CO)C(=O)c2cc(NC(=O)CCCCCC(=O)Nc3ccccc3N)ccc2O[C@H]1CN(C)C(=O)NC1CCCCC1	9	/
87	C=CCOC(=O)/C(=C\c1ccc(OC)cc1)NC(=O)c1ccco1	-3	/
88	O=C(O)c1ccc(NC(=O)c2cccs2)cc1	/	-1
89	COC(=O)c1ccc(CSc2nnc3n(Cc4ccccc4OC)c(=O)c4ccccc4n23)o1	/	0
90	O=C(O)CSc1nnc(Cn2nnc3ccccc32)n1CCc1ccccc1	/	-4
91	C/C=C/c1ccc([C@H]2[C@@H](CN(C)C(C)=O)N(C(=O)NC(C)C)[C@H]2CO)cc1	/	-3
92	CCn1cc(C(=O)NC2CCCCCC2)c2cc(OC)c(OC)cc2c1=O	/	21
93	COc1ccc(OCC(=O)N2CCN(c3cccc(C(F)(F)F)c3)CC2)cc1	/	2
94	CC(/C=N/NC(=O)Cc1cccs1)=C\c1ccco1	/	2
95	O=C(NCc1ccc2c(c1)OCO2)C1CCN(S(=O)(=O)c2cccc3nsnc23)CC1	/	-10
96	CC(C)NC(=O)Nc1cccc2c1O[C@H](CN(C)C)[C@@H](C)CN(C)C2=O	/	-12
97	COc1cccc(-c2nnc(SCC(=O)Nc3ccc(S(N)(=O)=O)cc3)n2C)c1	/	1
98	CCCCOC(=O)CSc1nc(N)c(C#N)c(-c2ccc(OCC)cc2)c1C#N	/	-7
99	O=C1C(=O)N(CNc2ccccn2)c2ccccc21	/	-2
100	CC[C@H]1C/C=C\C[C@H](c2ccc(OC)cc2OC)NC(=O)[C@H](C)CC(=O)N1	/	-1

# Entries of single compounds as entered above. Order of screens: LGR2 inh	FN deposit inh
# CC(/C=N/NC(=O)Cc1cccs1)=C\c1ccco1 is listed with /	2
# COc1cccc(-c2nnc(SCC(=O)Nc3ccc(S(N)(=O)=O)cc3)n2C)c1 is listed with /	1
# C/C=C/c1ccc([C@H]2[C@@H](CN(C)C(C)=O)N(C(=O)NC(C)C)[C@H]2CO)cc1 is listed with /	-3

# New compounds follow
no.	molecule	LGR2 inh	FN deposit inh
101	Cc1cccc(NC(=O)c2cc(=O)c3ccccc3o2)n1	/	-1
102	CCOP(=O)(OCC)C(C#N)=C1SCN(c2ccccc2)CS1	/	-4
103	O=C(C1CCCC1)N1CC[C@H]2[C@H](CO)Nc3ccc(-c4cccc(F)c4)cc3[C@H]21	/	4
104	COC(=O)c1sccc1NC(=O)CSc1ccccc1NS(=O)(=O)c1ccc(F)cc1	/	0
105	CNC[C@H]1Oc2c(N)cccc2C(=O)N(C)C[C@H]1C	/	-13
106	CCNC(=O)COc1cc(C)c(Cl)c(C)c1	/	3
